# Screening results deposited in PubChem BioAssay by Southern Research Specialized Biocontainment Screening Center.
# inhibitors of VEEV = inhibitors of VEEV TC-83 cytopathic effect, confirmation, Vero cells (AID 588727). actives 0.13% (n = 350,000). one-dose inhibition, % at 20 µM; IC50 in µM for titrated hits. Vero cells, VEEV TC-83 cytopathic effect inhibition; higher % means a stronger effect; in the data active = a potency from the dose series; inconclusive = inhibition mostly from about 14% at the one dose, without a potency; inactive = the rest, 99 in 100 with inhibition below about 12%; also: strong numbers were not always called active
# tuberculosis growth = growth inhibition of non-replicating M. tuberculosis (AID 488890); actives 0.39% (n = 320,000); Mycobacterium tuberculosis non-replicating, growth inhibition; higher % means a stronger effect; one-dose inhibition, % at 25 µM; IC50 in µM for titrated hits; in the data active = a potency from the dose series; inconclusive = inhibition mostly from about 82% at the one dose, without a potency; inactive = the rest, 99 in 100 with inhibition below about 76%;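 also: plate controls were DMSO cells for no effect and high antibiotic wells for full effect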
# Salmonella PhoP GFP = Inhibition of PhoP regulon, Salmonella typhi GFP reporter cells, confirmation, 4 h (AID 1850); Salmonella Typhi PhoP-promoter GFP reporter, fluorescence, 4 h; higher % means a stronger effect; one-dose inhibition, % at 50 µM; IC50 in µM for titrated hits; actives 0.33% (n = 310,000); in the data active = a potency from the dose series; inconclusive = inhibition mostly from about 25% at the one dose, without a potency; inactive = the rest, 99 in 100 with inhibition below about 19%;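 also: 0% = induced wells with vehicle and 100% = uninduced wells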
# M. tuberculosis HTS = M. tuberculosis growth inhibition, HTS (AID 449762) | M. tuberculosis H37Rv growth inhibition, 7H9 media; higher % means a stronger effect | inhibition, % at 25 µM, or IC50 in µM where a hit was titrated | actives 0.59% (n = 330,000); in the data active = a potency from the dose series; inconclusive = inhibition above about 70% without an active follow-up result;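 also: bacterial growth assessed after seven days of incubation; strong numbers were not always called active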
# influenza NS1A = NS1A inhibition, H1N1 influenza, cell based functional assay (AID 504329); one-dose inhibition, % at 12.5 µM; IC50 in µM for titrated hits; actives 0.3% (n = 340,000); NS1A functional cell-based assay, percent inhibition; higher % means a stronger effect; in the data active = a potency from the dose series; inconclusive = inhibition above about 27% without an active follow-up result; also: strong numbers were not always called active
# inhibitors of VEEV 10K pilot screen = second read-out of inhibitors of VEEV, no call of its own (marks repeat the call); inhibition, %; measured here: 10K pilot screen inhibition
# * hit, by the source's call; i = inactive; ? = inconclusive; / = not tested or not shown.
SMILES,inhibitors of VEEV,tuberculosis growth,Salmonella PhoP GFP,M. tuberculosis HTS,influenza NS1A,others
O=c1[nH]c2ccccc2nc1Cc1ccc([N+](=O)[O-])cc1,1.1%,20%,12%,2%,6%,
O=C(Nc1ccccc1N1CCCC1)c1ccc2ccccc2c1,0.2%,75%,10%,?,8%,
O=C(C=Cc1ccco1)c1ccc2ccccc2c1,7.1%,/,/,/,6%,
CC(C)(C)OC(=O)Cn1c(=O)cnc2ccccc21,1.0%,-1%,-23%,1%,-19%,
COc1cccc(CN2CCN(Cc3cc(OC)c(OC)c(OC)c3)CC2)c1OC,i,6%,-4%,-5%,-5%,
COc1ccccc1N(Cc1ccccc1)S(=O)(=O)c1cc(C(=O)O)ccc1Cl,0.4%,3%,-2%,-5%,7%,
O=C(Nc1cc(C(F)(F)F)ccc1N1CCOCC1)c1cccnc1,2.1%,16%,-4%,0%,-15%,
Cc1cccc(C)c1NC(=O)CSCC(=O)O,3.8%,-1%,-7%,0%,1%,
COc1ccc(N2CC(C)Cn3c2nc2c3c(=O)n(Cc3ccc(C)cc3)c(=O)n2C)c(OC)c1 (centres undefined),3.9%,/,9%,12%,-4%,
CCCCOC(=O)C1CCCC(C)N1 (centres undefined),0.2%,/,-5%,-2%,-2%,

# Brought forward from above: seven compounds; new compounds follow.
SMILES,inhibitors of VEEV,tuberculosis growth,Salmonella PhoP GFP,M. tuberculosis HTS,influenza NS1A,others
CC(C)(C)OC(=O)Cn1c(=O)cnc2ccccc21,1.0%,-1%,-23%,1%,-19%,
COc1cccc(CN2CCN(Cc3cc(OC)c(OC)c(OC)c3)CC2)c1OC,i,6%,-4%,-5%,-5%,
COc1ccccc1N(Cc1ccccc1)S(=O)(=O)c1cc(C(=O)O)ccc1Cl,0.4%,3%,-2%,-5%,7%,
O=C(Nc1cc(C(F)(F)F)ccc1N1CCOCC1)c1cccnc1,2.1%,16%,-4%,0%,-15%,
Cc1cccc(C)c1NC(=O)CSCC(=O)O,3.8%,-1%,-7%,0%,1%,
COc1ccc(N2CC(C)Cn3c2nc2c3c(=O)n(Cc3ccc(C)cc3)c(=O)n2C)c(OC)c1 (centres undefined),3.9%,/,9%,12%,-4%,
CCCCOC(=O)C1CCCC(C)N1 (centres undefined),0.2%,/,-5%,-2%,-2%,
COCC(C)Nc1nc(C)c(C(C)=O)s1 (centres undefined),1.0%,4%,-16%,3%,-19%,
COc1ccccc1Nc1nc2c(C)cccc2cc1C#N,6.5%,8%,-1%,-2%,-3%,inhibitors of VEEV 10K pilot screen=1.8
Cc1cc(OC(=O)c2cc(C(F)(F)F)cc(C(F)(F)F)c2)c([N+](=O)[O-])c(=O)[nH]1,0.1%,2%,-2%,-13%,5%,
C[C@H](NC(=O)c1nc[nH]c1C(=O)N1CCN(c2ccccc2)CC1)C(=O)OCc1ccccc1,0.9%,74%,20%,0%,18%,
COC(=O)c1cc(C#N)c(OC(C)C)nc1C,i,5%,-4%,0%,-1%,
Cc1ccc(C(=O)O/N=C(\N)Cc2cccs2)c(Cl)c1,5.2%,60%,-8%,1%,-14%,
CCN(Cc1ccncc1)C(=O)C1CCN(S(=O)(=O)c2cccs2)CC1,i,-19%,-1%,0%,-8%,
CCc1cc(=O)oc2c3c(cc(OCC(=O)N[C@H](C(=O)O)[C@H](C)CC)c12)OC(C)(C)CC3,0.9%,0%,4%,-12%,-4%,
CC1Nc2ncnc(N3CCc4ccccc4C3)c2N(Cc2ccc(Cl)cc2)C1=O (centres undefined),i,51%,-4%,0%,-63%,
CCOc1ccc(OCC(=O)Nc2cccc(S(=O)(=O)NC3=NCCC3)c2)cc1,i,/,/,/,-4%,
C(=N/Nc1nccs1)/c1cccnc1,2.3%,-11%,46µM*,1%,1%,
COc1cccc(OC)c1NC(=O)Cn1nc(C)c2ccccc2c1=O,0.3%,-10%,-2%,-2%,-2%,
CCOc1ccc2cc(C#N)c(SCC(=O)OC)nc2c1,1.7%,15%,-6%,-3%,15%,
COc1cccc(OCCNS(=O)(=O)c2ccccc2[N+](=O)[O-])c1,1.2%,3%,/,-6%,-2%,
CC(=O)c1ccc(N2CCN(C(=O)CCCn3c(=O)[nH]c4ccccc4c3=O)CC2)cc1,1.4%,29%,8%,13%,6%,
O=C(NCc1ccco1)c1ccc2c(c1)C(=O)c1ccccc1-2,i,31%,-7%,1%,-2%,
O=C(CCCOc1ccc(Cl)cc1Cl)N/N=C/c1ccccc1,0.8%,39%,-5%,10%,5%,
Cc1ccc(C(C(=O)NC2CCCCC2)N(C(=O)Cc2c[nH]c3ccccc23)c2ccccc2C)o1 (centres undefined),0.5%,29%,9%,1%,1%,
CC(C)Nc1nc(NC(C)C)nc(OCCOC(=O)Nc2ccccc2)n1,i,27%,-2%,6%,2%,
COc1ccc(CC(=O)Nc2cccc(S(=O)(=O)N3CCOCC3)c2)cc1OC,i,7%,/,0%,0%,
COCc1cccc(NC(=O)CCc2ccccc2)c1,1.5%,17%,6%,-5%,/,
Cc1cccc(C)c1-n1ncc(C(=O)NC2CCCC2)c1C1CCNCC1,2.1%,2%,8%,-2%,-5%,
COc1cccc(/C=N/NC(=O)c2c(C)nc3ccc(Br)cn23)c1,1.4%,-1%,-19%,3%,-5%,
CN(C)c1nc(=NCc2ccco2)ss1,22%,3%,-20%,12%,16%,
COc1ccc(F)cc1S(=O)(=O)n1nc(C)cc1C,0.5%,0%,3%,-8%,2%,
CC(C)[C@H]1C=C(C(=O)O)O[C@@H](OCCCCO)C1,2.0%,46%,2%,-3%,1%,
O=S(=O)(c1cnc[nH]1)N1CCN(C(c2ccc(F)cc2)c2ccc(F)cc2)CC1,0.3%,18%,7%,-6%,-4%,
CC1(c2ccc3ccccc3c2)NC(=O)N(CC(=O)Nc2ncccc2O)C1=O (centres undefined),2.4%,-2%,/,-8%,1%,
O=S(N1CCCCCC1)C12CC3CC(CC(C3)C1)C2 (centres undefined),1.0%,14%,-9%,-8%,-4%,
CCCCNC(=O)COC(=O)c1c2c(nc3ccccc13)/C(=C/c1cccs1)CC2,6.4%,37%,-14%,13%,-13%,
Cc1cc(NC(=O)Nc2ccc3c(ccn3C)c2)sn1,4.2%,8%,-3%,2%,1%,
O=C(Nc1ccccc1F)c1ccccc1-c1ccccc1,i,14%,-10%,-1%,-5%,
CC1(C)CC(=O)NC=C(c2ccccc2)C1,i,-6%,-2%,-2%,2%,
O=C(NC(c1ccccc1)C(Cl)(Cl)Cl)c1ccccc1 (centres undefined),i,-4%,-7%,0%,27%,
CSc1nc(Cl)cc(=O)[nH]1,0.3%,6%,2%,3%,5%,
CCOC(=O)Cc1cc(=O)c2c(=O)n(-c3ccccc3)[nH]c2[nH]1,6.9%,-9%,-4%,-4%,-4%,
Cc1ccc(S(=O)(=O)N2CCCC2C(=O)NCc2ccncc2)cc1 (centres undefined),i,-6%,-6%,-15%,-5%,
CC(C)C(=O)Nc1c(-c2ccc(Cl)cc2)c(=O)c2ccccc2n1C,i,-23%,-7%,-1%,-18%,
CC(C)(C)c1cc(/C=N/O)cc(C(C)(C)C)c1O,4.5%,20%,-10%,2%,7%,
O=C(Nc1ccc(Cl)cc1)c1ccc(OCC2CCCO2)cc1 (centres undefined),i,41%,-3%,-5%,1%,
CC1CC(=O)Nc2ccccc2N1C(=O)Cn1cnc2ccc(Br)cc2c1=O (centres undefined),3.1%,/,/,/,0%,
CCCN(CC(=O)Nc1cc(Cl)ccc1Cl)C(=O)c1ccccn1,5.2%,1%,/,-9%,1%,
Cc1cc(NS(=O)(=O)c2ccc(NC(=O)c3ccccc3F)cc2)no1,0.2%,17%,/,9%,6%,
O=C(N/N=C/c1cccnc1)c1cc2c(ccc3ccccc32)o1,10%,2%,5%,7%,0%,
CC(=O)NC(Cc1ccccc1)C(=O)NC1CCN(C(=O)NCc2ccccc2)CC1 (centres undefined),1.8%,/,/,/,0%,
C#CC(=O)CCC1CCCN1C(=O)OC(C)(C)C (centres undefined),2.2%,33%,/,5%,-12%,
CC(C)(C)c1ccc(NC(=O)CNC2CCCc3ccccc32)cc1 (centres undefined),i,50%,-6%,13%,8%,
CSc1nc(N)nc(SCCS(=O)(=O)c2ccc(Cl)cc2)c1C#N,12%,?,9%,4%,-4%,
COc1cccc(CC(=O)Nc2cc(S(=O)(=O)N3CCOCC3)ccc2N2CCOCC2)c1,0.4%,-4%,-2%,6%,-5%,
O=C(Nc1ccccc1C(=O)Nc1ccc(Cl)cc1)c1cccnc1,0.2%,26%,-3%,10%,2%,

# Carrying on:
SMILES,inhibitors of VEEV,tuberculosis growth,Salmonella PhoP GFP,M. tuberculosis HTS,influenza NS1A,others
CCCCOc1ccc(/C=N/NC(=O)c2nnn(-c3nonc3N)c2C)cc1,2.3%,1%,-1%,-1%,-6%,
CN1CCN(C(=O)C2CCN(c3ncnc4c3nc3n4CCCCC3)CC2)CC1,0.0%,0%,0%,5%,0%,
COc1ccc(CN2C(=O)c3cccnc3C2=O)cc1S(=O)(=O)NCc1ccc(C)o1,2.7%,-7%,6%,-2%,0%,
CC(=O)c1c(C)[nH]c(C(=O)CN2C(=O)NC3(CCCCC3)C2=O)c1C,8.2%,/,/,/,-2%,
N#Cc1cn(CC(=O)N2CCCc3ccccc32)c2ccccc12,7.3%,26%,-7%,2%,-17%,
Cc1ccc(C(=O)NNC(=O)c2ccccc2OCc2c(C)noc2C)cc1,4.5%,/,/,/,-7%,
N#Cc1ccccc1N/C=C/C(=O)c1ccc(Cl)cc1,4.7%,2%,6%,3%,/,
CC(C)CCNC(=O)C12CN(Cc3ccccc3)CC1C(c1cccc([N+](=O)[O-])c1)=NO2 (centres undefined),i,9%,-30%,7%,3%,inhibitors of VEEV 10K pilot screen=0.0
COCCN(C(=O)c1cccc(OC)c1)c1nnc(-c2ccncc2)s1,0.8%,1%,-3%,1%,0%,
Cc1ccc(S(=O)(=O)N2CCN(Cc3ccccc3)CC2)c(C)c1N(C)S(=O)(=O)c1ccccc1,i,5%,-5%,8%,0%,
O=c1[nH]c2c(s1)C(c1ccco1)C1C3CCC(C3)C1S2 (centres undefined),3.0%,45%,-21%,-13%,3%,
COC(=O)C1=C(c2ccc(OCc3ccccc3)cc2)C[C@@H]2CC[C@H]1N2C(=O)NCc1ccc(OC)c(OC)c1,4.6%,16%,/,-5%,20%,inhibitors of VEEV 10K pilot screen=4.3
O=C(CC1(O)C(=O)N(Cc2ccccc2)c2ccccc21)c1ccncc1 (centres undefined),1.8%,62%,-11%,3%,0%,
O=c1c2c([nH]c3ccccc13)CCCC2,0.1%,59%,4%,3%,-2%,
O=C1c2cccc(OCc3ccc(F)cc3)c2CCN1Cc1ccccc1,i,53%,-1%,7%,-5%,
O=C1CC2(CCN(C(=O)c3cccc(Cl)c3)CC2)Oc2ccccc21,4.4%,23%,-4%,-1%,-6%,
O=C(Nc1ccc(Cl)c(Cl)c1)c1ccncc1,4.4%,26%,-6%,0%,-2%,
C=CCn1c(C)nnc1SCC(=O)N1CCN(S(=O)(=O)c2ccccc2)CC1,i,-2%,1%,13%,-11%,
COc1ccc(-c2cc(C(F)(F)F)n3ncc(C(=O)N(C)Cc4ccccc4)c3n2)cc1,7.2%,22%,8%,-6%,/,
COc1ccc(CCNC(=O)CCS(=O)(=O)c2ccc3c(c2)oc(=O)n3C)cc1OC,1.2%,2%,-3%,-6%,7%,
CC(=O)Nc1ccc(SCC(=O)c2cc(C)n(CC(F)(F)F)c2C)cc1,5.2%,15%,9%,26%,4%,
O=C(O)c1ccc(Cn2ccc3ccccc32)o1,0.7%,0%,4%,2%,2%,
CCN(CC)c1ccc(/C=N/NC(=O)c2ccco2)c(O)c1,10.0%,25%,3%,6%,18%,
CCc1ccc(C(=O)NC(CCSC)C(=O)O)cc1 (centres undefined),i,-9%,-1%,0%,-4%,
O=C(N/N=C/c1cc(Br)c(O)c(Br)c1)c1cccc(C(F)(F)F)c1,2.0%,/,-14%,18%,27%,
COc1ccc(-c2ocnc2C(=O)N2CCN(Cc3cccnc3)CC2)cc1,2.0%,-13%,14%,2%,-28%,
COc1ccc(Cl)cc1Nc1nc(-c2sc(NC(=O)c3ccco3)nc2C)cs1,8.2%,-10%,5%,67%,10%,
Cc1ccc(S(=O)(=O)CC(c2ccccc2)N2CCOCC2)cc1 (centres undefined),i,10%,4%,-6%,0%,
COc1ccc(S(=O)(=O)Nc2cc(Sc3ncn[nH]3)c(O)cc2C)cc1,/,26%,/,1%,/,
